Screens from PubChem.
CHT allo act – CHT positive allosteric modulators, primary screen, cell-based, membrane potential dye, choline EC20; High affinity choline transporter 1 (Homo sapiens), Q9GZV3; CHT-expressing cells; hits give high values; LV-AA mutant CHT in HEK293 cells; B-score at 10 µM; 310,000 compounds, 0.49% hits;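 active = initial fluorescence not abnormally high and integrated response B-score, plate-corrected, over 3 SD above library mean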
Target sequence (Q9GZV3 whole entry, looked up): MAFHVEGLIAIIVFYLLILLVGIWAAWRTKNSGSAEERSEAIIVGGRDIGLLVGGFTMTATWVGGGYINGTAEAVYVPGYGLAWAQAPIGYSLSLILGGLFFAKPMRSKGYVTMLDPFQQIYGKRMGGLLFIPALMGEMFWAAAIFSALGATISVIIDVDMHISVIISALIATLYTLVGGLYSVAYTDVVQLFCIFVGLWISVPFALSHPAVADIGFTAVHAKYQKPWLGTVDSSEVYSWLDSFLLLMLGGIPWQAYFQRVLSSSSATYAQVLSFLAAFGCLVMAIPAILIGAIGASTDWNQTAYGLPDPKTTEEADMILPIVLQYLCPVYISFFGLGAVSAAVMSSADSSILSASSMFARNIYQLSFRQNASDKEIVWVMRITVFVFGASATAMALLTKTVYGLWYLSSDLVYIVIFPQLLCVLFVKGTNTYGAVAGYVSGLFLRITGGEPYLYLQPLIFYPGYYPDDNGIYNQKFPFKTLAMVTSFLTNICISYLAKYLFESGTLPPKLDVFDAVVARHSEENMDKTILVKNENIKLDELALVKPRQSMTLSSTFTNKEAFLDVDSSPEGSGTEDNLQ
OX1R antagonist – OX1R (HCRTR1) antagonists, primary screen, fluorescence, CHO/OX1R cells, Fluo-8 calcium, orexin A; Fluo-8 calcium fluorescence; inhibition, % at 5 µM; 330,000 compounds, 0.43% hits;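 active = inhibition above its plate's threshold, mean inhibition of all tested compounds on the plate plus 3 SD, cut at about 37% in these data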;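 also: 0% = orexin A challenge wells and 100% = SB-334867-A antagonist wells; not every result past the cut was called active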
Target sequence (O43613 whole entry, looked up): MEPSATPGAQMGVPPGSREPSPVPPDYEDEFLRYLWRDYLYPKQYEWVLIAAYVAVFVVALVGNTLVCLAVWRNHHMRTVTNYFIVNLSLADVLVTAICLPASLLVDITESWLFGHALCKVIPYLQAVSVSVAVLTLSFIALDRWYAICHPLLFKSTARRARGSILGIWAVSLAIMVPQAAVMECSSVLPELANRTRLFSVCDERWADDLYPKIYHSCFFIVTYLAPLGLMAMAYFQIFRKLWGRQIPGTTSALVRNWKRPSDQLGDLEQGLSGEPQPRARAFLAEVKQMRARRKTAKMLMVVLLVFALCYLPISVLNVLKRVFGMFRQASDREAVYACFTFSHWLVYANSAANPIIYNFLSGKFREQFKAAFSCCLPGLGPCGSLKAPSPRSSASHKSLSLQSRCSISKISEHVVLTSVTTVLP
Starred values were filed as active, the others as inactive; i = inactive; . = not tested or not shown; & = joins results of further samples.

SMILES	CHT allo act	OX1R antagonist
Cc1cccc(N2CC(c3nc4ccccc4n3C)CC2=O)c1C (stereo not drawn)	i	-21.6
CN(C)c1nc(N)nc(CSc2nnnn2-c2ccc(C(=O)O)cc2)n1	i	-15.4
O=C(c1ccccc1)N1CCN(C2CC(=O)N(CCc3ccccc3)C2=O)CC1 (stereo not drawn)	i	-16.1
CN(c1ccc(OCC(=O)Nc2cc(Cl)ccc2C(=O)O)cc1)S(=O)(=O)c1ccc(F)cc1	.	-11.2
O=C(CSc1cc(Cl)ccc1Cl)NC1CCCC1	i	-14.0
CN1CCC(=NNC(=O)CSCc2ccccc2)CC1	i	5.0
CCc1ccc(CCC(=O)Nc2ccc(C)cc2C)o1	i	-8.9
CC1(NC(=O)c2cc(-c3cccs3)nn2-c2ccccc2)CCS(=O)(=O)C1 (stereo not drawn)	i	-23.5
O=C(NC1CCCC1)C1CCCN1C(=O)Nc1ccc(Cl)cc1 (stereo not drawn)	i	-10.1
COc1ccc(CNC(=O)NCc2ccc(OC)c(OC)c2)cc1OC	i	-1.2
COc1ccc(CCNC(=O)CS(=O)(=O)c2cn(CC(=O)N3CCCC3)c3ccccc23)cc1OC	i	-24.9
Cc1ccc(NC(=O)Cn2c(O)c(N=NC(=O)c3cc([N+](=O)[O-])ccc3O)c3ccccc32)cc1	i	-7.7
COc1ccc(Cc2nnc(NC(=O)c3ccc(OC)cc3OC)s2)cc1	i	-23.2
CC(C)N(Cc1ccccc1)CC(O)COc1ccc(S(=O)(=O)N2CCOCC2)cc1Cl (stereo not drawn)	i	-35.8
O=C(C1=C[C@@H]2[C@H]3C(=O)N(c4cccc(Cl)c4)C(=O)[C@H]3[C@@H](C(=O)c3ccc(Cl)cc3)N2C=C1)c1ccccc1	i	-2.7
Cc1ccc(S(=O)(=O)NCC(=O)N(CC(=O)NCC2CCCO2)c2ccc(Cl)cc2)cc1 (stereo not drawn)	i	-19.5
Cc1nc2c(n1O)CCC/C2=N\O	i	-11.2
CC(C)CNC(=S)N(Cc1ccco1)Cc1cc2cc3c(cc2[nH]c1=O)OCCO3	i	-31.5
Cc1ccc(S(=O)(=O)NC(C)(C)C)cc1C(=O)OC(C)C(=O)NC1CC1 (stereo not drawn)	i	-24.4
COc1ccc(CC(=O)Nc2cc(S(=O)(=O)N3CCOCC3)ccc2N2CCCC2)cc1OC	.	-7.2
C=CCn1cc(CN2CCC(C(=O)Nc3cccc(-c4cccc(Cl)c4)c3)CC2)c(C)n1	i	13.2
CC(=O)C1=C(O)C(=O)N(Cc2ccccc2)C1c1ccco1 (stereo not drawn)	i	-1.1
Cc1ccc(N(C(C)C(=O)N2CCC(C)CC2)S(C)(=O)=O)cc1C (stereo not drawn)	i	-17.7
CCOc1cc(NC(=S)Nc2cccc(OC)c2)c(OCC)cc1NC(=O)C(C)C	i	-29.2
O=C(CSCc1cccc(Cl)c1)Nc1ccccc1-c1ccccc1	i	-45.0
CCCC(=O)C1=C(O)C(C(=O)OC)C(C)(C)CC1=NCc1ccccc1 (stereo not drawn)	i	-24.5
Cn1c(=O)c2c(nc(-n3ccnc3)n2C)n(C)c1=O	i	-2.3
CN(C(=O)CN1C(=O)c2cccc(N)c2C1=O)C1CCCCC1	.	6.2
CC1CC(=O)N(CC(=O)NC2CCCCC2)c2ccccc2S1 (stereo not drawn)	i	-12.4
Cc1ccc(-c2n[nH]c(=O)c3ccccc23)cc1S(N)(=O)=O	i	3.9
O=C(NCc1cccnc1)c1cc(S(=O)(=O)N2CCOCC2)c(Cl)cc1Cl	i	-40.5
O=C(CSc1ncnc2c1oc1ccccc12)NCc1ccco1	i	-21.4
CCCCN(C(=O)CSCC(=O)Nc1cccc(C)c1)c1c(N)n(CCCC)c(=O)[nH]c1=O	i	-12.3
COc1cc(OC)c2cc(C(=O)N[C@H](C(=O)N3CCC[C@H]3C(=O)O)C(C)C)n(C)c2c1	i	-18.8
CCN(CC)c1ccc(NC(=O)c2ccc(NC(=O)C3CCCO3)cc2)c(C)c1 (stereo not drawn)	i	-9.7
Cc1cc(NC(=O)CSc2ccc3nnc(-c4cccs4)n3n2)no1	9.9*	-22.7
COC(=O)c1c(NC(=O)CSc2nc3ccccc3c(=O)n2Cc2ccco2)sc(C)c1C	i	-30.0
Cc1ccc(/C=c2\sc3nc(-c4cccs4)nn3c2=O)o1	i	7.1
Fc1cccc(/C=N/N=C/c2cccc(F)c2)c1	i	-0.5
CCc1nnc(NC(=O)c2cc(-c3ccccn3)nc3ccccc23)s1	i	-26.2
O=C(NCc1ccncc1)NC12CC3CC(CC(C3)C1)C2	i	-2.1
COc1ccc(S(=O)(=O)N2CCCCC2)cc1NC(=O)CSc1ncnc2ccccc12	i	-21.5
CCc1noc(C)c1C(=O)OCC(=O)c1ccc(OC)c(OC)c1	.	-41.9
CCOC(=O)C1=C(C)NC(=O)NC1c1ccc(Cl)cc1Cl (stereo not drawn)	i	-47.9
CCN1CCN(CC(O)COC(c2ccccc2)c2ccccc2)CC1 (stereo not drawn)	i	-8.2
C[C@H](OC(=O)c1[nH]cnc1C(=O)N1CCN(C(=O)OC(C)(C)C)CC1)c1ccccc1	.	-1.5
NC(=O)C1CCCN(C(=O)CCc2nnc(C3(c4ccc(Cl)cc4)CCC3)o2)C1 (stereo not drawn)	i	-8.1
Cc1ccc(C)c(CSc2nnc(C)c(=O)[nH]2)c1	i	-12.9
CS(=O)(=O)N(CC(=O)Nc1ccc(CC#N)cc1)c1ccc(C23CC4CC(CC(C4)C2)C3)cc1	i	32.2
COc1ccc(CNc2nc3nc(C)c(Cl)c(=O)n3[nH]2)cc1	i	-7.7

(next part)
SMILES	CHT allo act	OX1R antagonist
COc1ccccc1C1SCCN1C(=O)c1ccc([N+](=O)[O-])cc1 (stereo not drawn)	i	-15.6
Cc1ccc2oc(-c3ccccc3C(=O)O)cc(=O)c2c1	i	-2.9
CCOC(=O)c1c(C)[nH]c(C)c1S(=O)(=O)N(C)CC(=O)Nc1cccc(C)c1	i	-2.2
COc1ccc(C(=O)OCC(=O)NC(=O)NC2CCCC2)c(O)c1	i	-22.6
O=C(COC(=O)c1ccc(F)cc1)NCC1COc2ccccc2O1 (stereo not drawn)	.	0.7
CCCCNC(=O)CSc1nc(O)c(Cc2ccc(OC)cc2)c(=O)[nH]1	i	-7.5
O=C(NCc1ccc2c(c1)OCO2)c1c(-c2ccsc2)sc2ccccc12	.	47.5
CCOC(=O)Cn1c(=O)c(-c2cc(Br)ccc2N)nc2ccccc21	i	-4.9
CCOc1ccc(NC(=O)c2cccc3ccccc23)cc1	i	-11.2
CC1(C)c2[nH]c3ccccc3c2C[C@@H]2C(=O)N(c3ccc(F)cc3F)C(=O)N21	i	-12.3

Profiles from above:
Record of CCOC(=O)c1c(C)[nH]c(C)c1S(=O)(=O)N(C)CC(=O)Nc1cccc(C)c1 : CHT allo act: i; OX1R antagonist: -2.2
Record of Cc1ccc2oc(-c3ccccc3C(=O)O)cc(=O)c2c1 : CHT allo act: i; OX1R antagonist: -2.9

More records follow.
SMILES	CHT allo act	OX1R antagonist
CCOc1[nH]n(-c2ccc(Cl)cc2)c(=O)c1C=Nc1ccc(Cl)cc1	i	-7.3
Cc1ccc(OCC(=O)Nc2ccc3c(c2)C(=O)NC3=O)cc1	i	2.5
O=C(NC(=S)Nc1ccc2c(c1)OCCO2)c1ccccc1F	i	-9.0
COc1ccc(OC)c(C(=O)CSc2nc3ncccc3[nH]2)c1	i	1.0
CC1Cc2ccccc2N1C(=O)CSc1nnc(-c2ccc(S(=O)(=O)N3CCOCC3)cc2)n1C (stereo not drawn)	i	-13.4
COc1ccccc1OC(=O)CCN1c2ccccc2Sc2ccccc21	i	-32.1
COC(=O)c1ccc(NC(=O)CN2CCN(c3ccccc3C)CC2)cc1	i	-15.7
COc1ccccc1N1CCN(C(=O)c2cccc(S(=O)(=O)N3CCCCCC3)c2)CC1	.	9.0
COc1ccccc1C(=O)NC(=O)COC(=O)c1cnc(C)cn1	i	-12.5
COc1ccc2oc(-c3ccccc3)c(C(N)=O)c2c1	i	-5.1
O=C(N/C(C(=O)N1CCOCC1)=C(\Sc1ncccn1)c1ccccc1)c1ccccc1	i	-19.5
COc1ccc(C(=O)Oc2ccc(N(C)S(=O)(=O)c3ccccc3)cc2)cc1[N+](=O)[O-]	i	-15.8
O=C1/C(=C/c2cccnc2)SC(=S)N1CC1CCCO1 (stereo not drawn)	i	-6.3
Cc1cc(NC(=O)CCC(=O)N(C2CC2)C(C(=O)NC(C)(C)C)c2ccccc2Cl)no1 (stereo not drawn)	i	-37.4
COCCn1c(=NC(=O)CCS(=O)(=O)c2ccccc2)sc2cc(C(=O)OC)ccc21	i	-16.8
CCCc1[nH]nc2c1C(c1ccoc1)C(C#N)=C(N)O2 (stereo not drawn)	i	-19.6
O=C(NCCC1=CCCCC1)C(=O)NCC(c1ccco1)N1CCN(c2ccccc2F)CC1 (stereo not drawn)	i	-28.1
CCn1c(O)c(C=NCc2cccs2)c(=O)n(CC)c1=S	i	-15.6
COc1cccc(OCc2cc(C(=O)N(C)Cc3nc4ccccc4[nH]3)no2)c1	i	-13.3
CSc1cccc(NC(=O)Nc2ccccc2C(N)=O)c1	i	-32.8
Cc1[nH]c(C)c(S(=O)(=O)NCc2ccc(F)cc2)c1C(=O)N1CCCC1	i	-3.6
CCCCCCOc1ccc(C(=O)NCCCn2ccnc2)cc1	i	-19.4
C=CCOC(=O)c1c(C)nc2cc3c(cc2c1C)OCO3	i	-18.1
COc1ccc(NC(=O)CCNC(=O)Cn2ccc3ccccc3c2=O)c(OC)c1	i	-17.0
O=c1[nH]cnc2nc3n(c12)CCCCC3	i	-17.9
CC1CCN(C(=O)Cn2ncc3c4ccccc4n(C)c3c2=O)CC1	i	-34.0
COc1ccc(C(c2nnnn2Cc2ccccc2)N2CCN(c3nc4ccccc4s3)CC2)cc1OC (stereo not drawn)	i	-12.3
COC(=O)[C@@H]1[C@H]2C[C@H]3c4[nH]c5ccccc5c4CCN3C[C@@H]2CC[C@@H]1O	i	-19.5&-12.1
Cc1oc(=O)c(NC(=O)c2ccc(Cl)cc2)cc1C(=O)c1ccccc1	i	-24.8
CCn1cc(C(=O)NCc2ccccc2Cl)cn1	i	-5.7

Next part (six carried over from the part before).
SMILES	CHT allo act	OX1R antagonist
O=c1[nH]cnc2nc3n(c12)CCCCC3	i	-17.9
CC1CCN(C(=O)Cn2ncc3c4ccccc4n(C)c3c2=O)CC1	i	-34.0
COc1ccc(C(c2nnnn2Cc2ccccc2)N2CCN(c3nc4ccccc4s3)CC2)cc1OC (stereo not drawn)	i	-12.3
COC(=O)[C@@H]1[C@H]2C[C@H]3c4[nH]c5ccccc5c4CCN3C[C@@H]2CC[C@@H]1O	i	-19.5&-12.1
Cc1oc(=O)c(NC(=O)c2ccc(Cl)cc2)cc1C(=O)c1ccccc1	i	-24.8
CCn1cc(C(=O)NCc2ccccc2Cl)cn1	i	-5.7
O=C(Nc1nnc(C2CC2)s1)C1Cc2ccccc2CN1C(=O)c1ccco1 (stereo not drawn)	i	-37.6
COc1cc(F)cc(-c2ccc3c(c2)c(C#Cc2ccsc2)c(-c2cc(OC)cc(OC)c2)n3C)c1	.	-19.9
Cc1cc(Nc2nc(Cl)c(Cl)cc2Cl)n(-c2ccccc2)n1	i	-36.2
Cc1cccc2[nH]c(CN(C)C(=O)C3CCC(=O)N(CCc4ccccc4)C3)nc12 (stereo not drawn)	i	-21.8
COc1ccc(-c2nnc(SCC(=O)Nc3ccccc3OC)o2)cc1	i	-19.8
O=C(O)c1ccccc1-c1ccccc1C(=O)NNc1ccc([N+](=O)[O-])cc1	i	-11.4
O=C(c1ccc(Cl)c([N+](=O)[O-])c1)N1CCN(c2ccccc2)CC1	i	-3.1
CCCNC(=S)NC1CCCC1	i	-10.3
CCOc1c(Br)cc(C(=O)OCC(=O)N2CCc3ccccc3C2)cc1OC	.	-30.2
COc1ccc(-c2cnc(SCC(=O)Nc3nc(C(C)(C)C)cs3)n2Cc2ccco2)cc1	i	-32.0
COC(=O)c1ccccc1OCCOCCOc1cccc2ccc(C)nc12	i	-31.7
O=C(Cc1ccccc1F)Nc1nc(-c2cccs2)cs1	i	-6.8
Cc1cc(Br)c(OCc2ccc(C(=O)N/N=C/c3ccc[nH]3)cc2)c(Br)c1	.	-0.2
COCCCC1CCN(C(=O)C2CCC(=O)N(CCc3cccc(F)c3)C2)CC1 (stereo not drawn)	i	-8.9
CC(=O)C1=C(c2ccccc2)NC(=O)NC1c1ccccc1OCC#N (stereo not drawn)	i	-0.4
CCCC/C(=N\NC(=O)c1ccc(Br)o1)c1ccccc1	i	-10.9
CCOc1cc(C(=O)NC2=NCCS2)cc(OCC)c1OCC	i	11.4
Clc1ccc2[nH]c3c(c2c1)CCc1cn[nH]c1-3	i	0.4
COc1ccc(OCC(=O)NCc2cccnc2)cc1	i	-3.8
CC(C(=O)NC1CCCc2ccccc21)N1CCN(c2ccc(F)cc2)CC1 (stereo not drawn)	i	-16.6
COc1cc(/C=C/[N+](=O)[O-])ccc1OC(=O)c1cc2ccccc2oc1=O	i	-28.0
CC1CCN(CCCNC(=O)c2ccc(N3CCCC3=O)cc2)CC1	i	-22.5
O=C(CCC(=O)Nc1ccc(F)cc1)N/N=C/c1ccccc1O	i	-3.8
C=CCN(C(=O)c1csnn1)C(C(=O)NC1CCCCC1)c1ccc(C)cc1 (stereo not drawn)	i	-25.4
CCCCN(CC)C(=O)c1oc2ccc(S(=O)(=O)N3CCCC3)cc2c1C	i	-25.7
Cc1ccc(-c2noc(CSc3nnc(-c4ccccc4)n3C)n2)cc1	i	-19.2
O=c1oc2ccccc2n1Cc1ccccc1F	i	-4.6
Cc1ccc(OCC(=O)NN2C(=O)c3ccccc3C2=O)cc1	i	-13.1
c1ccc(-c2ccc(C(c3ccccc3)n3ccnc3)cc2)cc1 (stereo not drawn)	i	-17.6
